CBFb-RUNX1 inh = blocks binding between human CBF-beta and RUNX1. Q01196+Q13951. AlphaScreen CBFb-His/RUNX1-biotin binding, biochemical. 230,000 tested, under 10 active. Potency, µM (highest dose often 59.8 µM), for the others: at the highest dose activity, negative = inhibition, actives largely listed as inhibitors; also: % of control where 0% means no effect
Target sequence (Q01196 whole entry, looked up): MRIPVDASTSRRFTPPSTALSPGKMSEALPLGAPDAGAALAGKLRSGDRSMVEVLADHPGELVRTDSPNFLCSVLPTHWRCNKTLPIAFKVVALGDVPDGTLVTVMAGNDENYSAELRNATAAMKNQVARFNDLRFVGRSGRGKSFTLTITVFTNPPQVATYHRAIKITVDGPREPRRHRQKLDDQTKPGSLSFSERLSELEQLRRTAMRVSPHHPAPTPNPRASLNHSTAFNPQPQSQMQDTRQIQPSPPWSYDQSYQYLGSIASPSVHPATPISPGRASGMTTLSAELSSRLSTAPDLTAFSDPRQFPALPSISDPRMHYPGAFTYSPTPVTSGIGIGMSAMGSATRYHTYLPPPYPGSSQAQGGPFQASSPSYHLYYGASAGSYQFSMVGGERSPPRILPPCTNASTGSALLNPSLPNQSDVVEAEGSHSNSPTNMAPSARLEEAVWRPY
Target sequence (Q13951 whole entry, looked up): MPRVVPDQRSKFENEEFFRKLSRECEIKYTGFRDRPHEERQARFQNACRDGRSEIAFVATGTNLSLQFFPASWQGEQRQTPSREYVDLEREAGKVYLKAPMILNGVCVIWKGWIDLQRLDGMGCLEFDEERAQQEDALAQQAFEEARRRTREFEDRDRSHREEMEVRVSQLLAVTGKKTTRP
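His-tagged CBF-beta and biotinylated RUNX1 (30 nM each) were premixed 20 min at room temperature, exposed to compound for 15 min, then given nickel-chelate and streptavidin AlphaScreen beads (50 ng each). After 90 min, AlphaScreen signal was read.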
Epigenetic reg = epigenetic control regulation, reporter derepression; murine LDR cells, GFP reporter derepression, 30 h; Potency, µM (doses to about 53.9 µM), for the others: at the highest dose GFP activation, most hits filed as activators; 0.2% of 280,000 active; AID 1865; also: potency is read from the fitted curve at half-maximal effect; % of control where 0% means no effect; nearly all actives have a fitted effect of over 60% in size
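Derepression of a silenced CMV-GFP reporter in murine LDR cells is scored by enumerating GFP-positive cells with a laser-scanning microplate cytometer after 30 hours of treatment at 37 C.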
* = called active by the depositor; ? = inconclusive; & = joins results of further samples; [ ] = another dose, or the depositor's remark. Calls follow the shape of the dose curve; as a rule, active = well fitted curve in the direction sought with a large enough effect; inconclusive = small, poorly fitted or top-dose-only effect, or another doubt; inactive = no such curve, though single readings can be large; an effect the other way counts as inactive or inconclusive. An excerpt; count on the stated rates, not on these rows.

SMILES | CBFb-RUNX1 inh | Epigenetic reg
O=C1[C@H]2[C@H]3[C@H](O)[C@H](O)C/C(=N/OCc4ccccc4)[C@H]3CC[C@@H]2C(=O)N1Cc1ccc2c(c1)OCO2 | 9%[13.1 µM] | 0.0%[10.1 µM]
COC1C(O)COC1/C=C/c1ccccc1 (stereo not given) | 12%[13.1 µM] | 1.1%[10.1 µM]
COCn1c2ccccc2c2nnc(C(=O)O)nc21 | -1%[13.1 µM] | 0.0%[10.1 µM]
CO[C@@H]1COC(=O)C/C=C\[C@@H](C)COC(=O)[C@H](Cc2ccccc2)NC(=O)C/C=C\[C@H]1C | 19%[13.1 µM] | 4.8%[10.1 µM]
Cc1cc(F)ccc1OC1C=CC(c2ccc3c(c2)OCO3)OC1CO (stereo not given) | 10%[13.1 µM] | 0.0%[10.1 µM]
O=C1CCCC=C1[C@@H](O)C1CCCCC1 | 1%[13.1 µM] | 0.8%[10.1 µM]
COC(=O)[C@@H]1CCCN1C(=O)[C@@H](C)CO | 7%[13.1 µM] | 1.1%[10.1 µM]
CCN1C(=O)[C@H]2[C@H]3[C@H](O)[C@H](O)C/C(=N/OC[C@@H](C)[C@H](OCc4ccccc4)C(C)C)[C@@H]3CC[C@@H]2C1=O | 9%[13.1 µM] | 1.1%[10.1 µM]
CO[C@@H]1COC(=O)CC=C[C@@H](C)[C@@H]2C=C[C@@H](O)[C@@H](COC(=O)C/C=C\[C@H]1C)O2 | 9%[13.1 µM] | 0.0%[10.1 µM]
CC(=O)OCC1OC(C#CC(C)(C)C)C=CC1OC(C)=O (stereo not given) | -3%&9%[13.1 µM] | 4.5%&1.1%[10.1 µM]
CC(=O)OC[C@@H]1O[C@H](C/C=N\O[C@@H](C)c2cn([C@H](CO)Cc3ccccc3)nn2)C=C[C@@H]1OC(C)=O | 12%&7%[13.1 µM] | 0.0%&0.0%[10.1 µM]
CCN1C(=O)[C@H]2[C@H]3[C@H](O)[C@H](O)C/C(=N/O[C@@H](C)CN4CCCCc5nc(C)c(C)cc54)[C@@H]3CC[C@@H]2C1=O | 13%[13.1 µM] | 0.8%[10.1 µM]
Cc1ccc2nc3nc4ccc[nH]c4cc3c2c1 | -12%[13.1 µM] | 1.1%[10.1 µM]
O=C1[C@H]2[C@H]3[C@H](O)[C@H](O)C/C(=N/OC[C@@H](O)COCc4ccco4)[C@H]3CC[C@@H]2C(=O)N1C1CCCCC1 | 12%[13.1 µM] | 0.8%[10.1 µM]
CC(C)[C@@H](OCc1ccccc1)[C@H](C)CO/N=C1/[C@H]2OC2[C@@H](O)[C@H]2[C@H]1CCn1c(=O)n(-c3ccccc3)c(=O)n12 (stereo not given in full) | 0%[13.1 µM] | 1.1%[10.1 µM]
CO[C@H]1COC(=O)C/C=C\[C@H](C)COC(=O)[C@@H](OCc2ccccc2)/C=C\[C@@H]1C | 4%[13.1 µM] | 1.1%[10.1 µM]
CCN1C(=O)[C@H]2[C@H]3[C@H](O)[C@H](O)C/C(=N/NC(=O)OCc4ccc(OC)cc4)[C@@H]3CC[C@@H]2C1=O | -2%[13.1 µM] | 0.0%[10.1 µM]
CCCNC(=O)OC[C@@H]1O[C@H](CCO/N=C(\C)CCN2CCc3nc(CC)c(CC)cc3C2)C=C[C@@H]1Oc1ccc(OC)cc1 | 19%[13.1 µM] | 1.1%[10.1 µM]
COc1ccc(/C=C/NC(=O)c2ccc(OC)cc2)cc1 | 7%[13.1 µM] | 0.0%[10.1 µM]
C/C(CCN1CCCc2nc(C)c(C)cc21)=N\O[C@@H](C)c1cc(-c2c(C)cc(C)cc2C)no1 | 7%[13.1 µM] | 0.0%[10.1 µM]
COC(=O)NC(CC(C)=O)c1ccc(Cl)cc1 (stereo not given) | 13%[13.1 µM] | 0.0%[10.1 µM]
Cc1ccc(S(=O)(=O)N[C@H]2COC(=O)C/C=C\[C@@H](C)[C@H](NS(=O)(=O)c3ccc(C)cc3)COC(=O)C/C=C\[C@H]2C)cc1 | 3%[13.1 µM] | 0.0%[10.1 µM]
CN1CCc2nc(-c3ccccc3)c(-c3ccccc3)cc2C1 | 11%[13.1 µM] | 0.0%[10.1 µM]
CCC(=O)CC(NC(=O)OC)c1ccccc1 (stereo not given) | 4%[13.1 µM] | 0.0%[10.1 µM]
O=C1[C@H]2[C@H]3[C@H](O)[C@H](O)C/C(=N/OCc4ccccc4)[C@@H]3CC[C@@H]2C(=O)N1Cc1ccc2c(c1)OCO2 | 5%[13.1 µM] | 2.3%[10.1 µM]
COc1ccc(O[C@H]2C=C[C@@H](c3ccccc3)O[C@H]2COC(=O)CC/C(C)=N\O[C@@H](C)c2cc(-c3c(C)cc(C)cc3C)no2)cc1 | 16%[13.1 µM] | 0.8%[10.1 µM]
CCOC(=O)CCN1C(=O)[C@H]2[C@H]3[C@H](O)[C@H](O)C/C(=N/OCc4ccccc4)[C@@H]3CC[C@@H]2C1=O | -2%[13.1 µM] | 0.0%[10.1 µM]
COc1ccc(OC2C=CC(C#Cc3ccc(C(C)(C)C)cc3)OC2CO)cc1 (stereo not given) | 22%[13.1 µM] | 2.2%[10.1 µM]
CC(=O)OC[C@@H]1O[C@H](CCON=C(C)C)C=C[C@@H]1OC(C)=O | -3%[13.1 µM] | 1.1%[10.1 µM]
C/C=C\C1=C(CO)[C@H](O)[C@H]2O[C@H]2[C@H]1O | 13%[13.1 µM] | 0.0%[10.1 µM]
CC(C)=CCC/C(C)=C/CO/N=C1/C[C@@H](O)[C@@H](O)[C@@H]2[C@@H]3C(=O)N(C4CCCCC4)C(=O)[C@H]3CC[C@H]12 | 8%[13.1 µM] | 0.8%[10.1 µM]
C=CCOC(=O)C(C(=O)CC)C(NC(=O)OC)c1ccc(F)cc1 (stereo not given) | 8%[13.1 µM] | 0.0%[10.1 µM]
CO[C@H]1COC(=O)[C@H](C)NC(=O)[C@@H](C)COC(=O)[C@H]2CCCN2C(=O)C/C=C\[C@H]1C | 10%[13.1 µM] | 0.0%[10.1 µM]
COC(=O)C1=C(C)N(Cc2ccccc2)[C@]23O[C@](C(=O)OC)(C(=O)N2C1c1ccccc1)C(C(=O)OC)C3C(=O)OC (stereo not given in full) | 2%&3%[13.1 µM] | 0.0%&0.0%[10.1 µM]
CCN1C(=O)[C@H]2[C@H]3[C@H](O)[C@H](O)C/C(=N/OCc4ccccc4)[C@@H]3CC[C@@H]2C1=O | 4%[13.1 µM] | 0.0%[10.1 µM]
CO[C@H]1COC(=O)[C@@H](Cc2ccccc2)NC(=O)[C@@H](C)COC(=O)CCC[C@@H]1C | 10%[13.1 µM] | 2.2%[10.1 µM]
CO[C@@H]1COC(=O)[C@@H](C)NC(=O)C/C=C\[C@@H](C)[C@H](NS(=O)(=O)c2ccc(C)cc2)COC(=O)[C@H](C)NC(=O)C/C=C\[C@H]1C | 5%[13.1 µM] | 0.0%[10.1 µM]
CCOC(=O)N/N=C1/C[C@@H](O)[C@@H](O)[C@@H]2[C@@H]3C(=O)N(CC)C(=O)[C@H]3CC[C@H]12 | -2%[13.1 µM] | 0.0%[10.1 µM]
CCCCCCC#Cc1cc(OC)c(OC)cc1C(N1CC(C)c2ccccc21)N1CC(C)c2ccccc21 (stereo not given) | 14%[13.1 µM] | 3.4%[10.1 µM]
CCN1C(=O)[C@H]2[C@@H]3[C@H](O)C=CC(=O)[C@H]3CC[C@H]2C1=O | -9%[13.1 µM] | 0.0%[10.1 µM]
CC(=O)OC[C@H]1O[C@@H](O/N=C2/[C@H]3O[C@@H]3[C@@H](O)[C@H]3[C@H]2CCn2c(=O)n(-c4ccccc4)c(=O)n23)[C@H](OC(C)=O)[C@@H](OC(C)=O)[C@@H]1OC(C)=O | -2%[13.1 µM] | 0.0%[10.1 µM]
CCOC(=O)N/N=C1/C[C@@H](O)[C@@H](O)[C@@H]2[C@@H]3C(=O)N(Cc4ccccc4)C(=O)[C@H]3CC[C@@H]12 | 1%[13.1 µM] | 0.0%[10.1 µM]
CCN1C(=O)[C@H]2[C@H]3[C@H](O)[C@H](O)C/C(=N/OC[C@@H](O)COCc4ccco4)[C@H]3CC[C@@H]2C1=O | 4%[13.1 µM] | 0.0%[10.1 µM]
C/C(CCN1CCCc2nc(C)c(C)cc21)=N\O[C@@H](C)c1cn([C@H](CO)Cc2ccccc2)nn1 | -2%&-7%[13.1 µM] | 0.0%&0.8%[10.1 µM]
COC(=O)NC(c1ccccc1)C(C(=O)OC)C(=O)OC (stereo not given) | 15%[13.1 µM] | 0.8%[10.1 µM]
CC(C)(C)N1C(=O)[C@H]2[C@@H]3[C@H](O)C=CC(=O)[C@H]3CC[C@H]2C1=O | 1%[13.1 µM] | 2.3%[10.1 µM]
C/C(CCN1CCCCc2nc(C)c(C)cc21)=N\OC[C@@H](C)[C@H](OCc1ccccc1)C(C)C | 9%[13.1 µM] | 0.8%[10.1 µM]
CON(C)C(=O)c1nnc2c(n1)[nH]c1ccccc12 | 9%[13.1 µM] | 1.1%[10.1 µM]
CO[C@H]1COC(=O)CCC[C@H](C)[C@@H](OC)COC(=O)C/C=C\[C@@H]1C | 6%[13.1 µM] | 1.1%[10.1 µM]
C#CCCCO/N=C1/C[C@@H](O)[C@@H](O)[C@@H]2[C@@H]3C(=O)N(CCC(=O)OCC)C(=O)[C@H]3CC[C@H]12 | -7%[13.1 µM] | 0.0%[10.1 µM]

Copied from above (13 entries):
SMILES | CBFb-RUNX1 inh | Epigenetic reg
CC(=O)OCC1OC(C#CC(C)(C)C)C=CC1OC(C)=O (stereo not given) | -3%&9%[13.1 µM] | 4.5%&1.1%[10.1 µM]
CC(=O)OC[C@@H]1O[C@H](C/C=N\O[C@@H](C)c2cn([C@H](CO)Cc3ccccc3)nn2)C=C[C@@H]1OC(C)=O | 12%&7%[13.1 µM] | 0.0%&0.0%[10.1 µM]
CCN1C(=O)[C@H]2[C@H]3[C@H](O)[C@H](O)C/C(=N/O[C@@H](C)CN4CCCCc5nc(C)c(C)cc54)[C@@H]3CC[C@@H]2C1=O | 13%[13.1 µM] | 0.8%[10.1 µM]
Cc1ccc2nc3nc4ccc[nH]c4cc3c2c1 | -12%[13.1 µM] | 1.1%[10.1 µM]
O=C1[C@H]2[C@H]3[C@H](O)[C@H](O)C/C(=N/OC[C@@H](O)COCc4ccco4)[C@H]3CC[C@@H]2C(=O)N1C1CCCCC1 | 12%[13.1 µM] | 0.8%[10.1 µM]
CC(C)[C@@H](OCc1ccccc1)[C@H](C)CO/N=C1/[C@H]2OC2[C@@H](O)[C@H]2[C@H]1CCn1c(=O)n(-c3ccccc3)c(=O)n12 (stereo not given in full) | 0%[13.1 µM] | 1.1%[10.1 µM]
CO[C@H]1COC(=O)C/C=C\[C@H](C)COC(=O)[C@@H](OCc2ccccc2)/C=C\[C@@H]1C | 4%[13.1 µM] | 1.1%[10.1 µM]
CCN1C(=O)[C@H]2[C@H]3[C@H](O)[C@H](O)C/C(=N/NC(=O)OCc4ccc(OC)cc4)[C@@H]3CC[C@@H]2C1=O | -2%[13.1 µM] | 0.0%[10.1 µM]
CCCNC(=O)OC[C@@H]1O[C@H](CCO/N=C(\C)CCN2CCc3nc(CC)c(CC)cc3C2)C=C[C@@H]1Oc1ccc(OC)cc1 | 19%[13.1 µM] | 1.1%[10.1 µM]
COc1ccc(/C=C/NC(=O)c2ccc(OC)cc2)cc1 | 7%[13.1 µM] | 0.0%[10.1 µM]
C/C(CCN1CCCc2nc(C)c(C)cc21)=N\O[C@@H](C)c1cc(-c2c(C)cc(C)cc2C)no1 | 7%[13.1 µM] | 0.0%[10.1 µM]
COC(=O)NC(CC(C)=O)c1ccc(Cl)cc1 (stereo not given) | 13%[13.1 µM] | 0.0%[10.1 µM]
Cc1ccc(S(=O)(=O)N[C@H]2COC(=O)C/C=C\[C@@H](C)[C@H](NS(=O)(=O)c3ccc(C)cc3)COC(=O)C/C=C\[C@H]2C)cc1 | 3%[13.1 µM] | 0.0%[10.1 µM]

Next results follow.
SMILES | CBFb-RUNX1 inh | Epigenetic reg
Cc1ccccc1OC1C=CC(C#Cc2ccc(Br)cc2)OC1CO (stereo not given) | -3%[13.1 µM] | 1.1%[10.1 µM]
CCC(=O)[C@]12O[C@@]3(C4C(=O)OCCC41)N(CC)C(C)=C(C(=O)OC)C(c1ccccc1)N3C2=O (stereo not given in full) | -4%[13.1 µM] | 1.1%[10.1 µM]
CO[C@H]1COC(=O)[C@@H](C)COC(=O)[C@@H](OCc2ccccc2)/C=C\[C@@H]1C | 12%[13.1 µM] | 1.1%[10.1 µM]
O=C1[C@@H]2[C@H]3[C@H](O)[C@H](O)C/C(=N/OCc4ccccc4)[C@H]3CC[C@H]2C(=O)N1c1ccc(F)cc1F | 12%[13.1 µM] | 1.1%[10.1 µM]
CC(C)=NO[C@@H](C)c1cc(-c2c(C)cc(C)cc2C)no1 | ? | 1.1%[10.1 µM]
C/C=C\C1=C(CO)C(=O)C2O[C@]2(CC=C(C)C)C1=O (stereo not given in full) | 9%[13.1 µM] | 0.8%[10.1 µM]
O=C1C2=CC[C@H]3C(=O)N(Cc4ccc5c(c4)OCO5)C(=O)[C@@H]3[C@@H]2[C@H](O)[C@@H]2O[C@H]12 | -19%[13.1 µM] | 10%[10.1 µM]
CC1CCC(C(=O)O)NC1c1ccc(C#CCN(C)C)cc1 (stereo not given) | 24%[13.1 µM] | 3.4%[10.1 µM]
COC(=O)[C@@H]1CC[C@H](C)[C@@H](c2ccc(C)cc2)N1C(=O)c1ccc(/C=N\O[C@@H](C)c2cn([C@H]3COC[C@H]3O)nn2)cc1 | 4%[13.1 µM] | 0.0%[10.1 µM]
CC(C)=NO[C@@H](C)CN1CCCc2nc(C)c(C)cc21 | 4%[13.1 µM] | 0.0%[10.1 µM]
